# FUS suppressor – rescues growth of FUS-expressing yeast | S. cerevisiae FUS-expressing, growth rescue, OD600, 24 h | Potency, µM (titrated, usually from 76.6 µM), without a hit: at the top dose growth rescue (activation), hits mostly activators | hit rate 0.24% among 390,000;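 also: potency is read from the fitted curve at half-maximal effect; plate controls were DMSO vehicle for no effect and reference control for full effect; nearly all actives have a fitted effect of over 55% in size; some results filed as inactive show a strong effect at the top dose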
#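 Quantitative HTS measuring growth restoration of FUS-toxic yeast. Galactose-induced cells (OD 0.005) were exposed 24hr at 30C to compounds at several concentrations, then absorbance at 600 nm was recorded.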
# GLP-1R agonist – activates the human GLP-1 receptor. P43220. HEK293 GLP-1R CRE-luciferase, luminescence, 4-6 h; cells express a hypersensitive GLP-1R form. Potency, µM (titrated, usually from 45.6 µM), for inactives: at the top dose activation, hits mostly activators. hit rate 0.007% among 380,000; also: potency is read from the fitted curve at half-maximal effect; % of control where 0% means no effect
# Target sequence (P43220 whole entry, looked up): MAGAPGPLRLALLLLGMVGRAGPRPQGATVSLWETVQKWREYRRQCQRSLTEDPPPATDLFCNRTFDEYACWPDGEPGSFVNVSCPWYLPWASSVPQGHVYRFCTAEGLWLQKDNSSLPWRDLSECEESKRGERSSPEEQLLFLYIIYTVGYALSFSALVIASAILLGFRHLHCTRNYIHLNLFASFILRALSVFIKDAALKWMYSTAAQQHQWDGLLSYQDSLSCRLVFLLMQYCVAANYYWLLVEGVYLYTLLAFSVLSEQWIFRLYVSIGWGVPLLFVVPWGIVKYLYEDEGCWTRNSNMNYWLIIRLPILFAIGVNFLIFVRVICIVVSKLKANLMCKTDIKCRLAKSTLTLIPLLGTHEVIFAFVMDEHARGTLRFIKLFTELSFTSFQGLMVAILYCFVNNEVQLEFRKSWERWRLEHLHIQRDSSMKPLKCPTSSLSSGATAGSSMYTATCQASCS
# GLP-1R inv ag – GLP-1 receptor (human) inverse agonism; HEK293 GLP-1R CRE-luciferase, luminescence, 24 h; GLP-1R form is constitutively active; P43220; Potency, µM (doses to about 38.3 µM), for the others: at the top dose activity change, negative = inhibition, actives largely listed as inhibitors; hit rate 1.6% among 410,000; also: potency is read from the fitted curve at half-maximal effect; % is scaled to controls: 0 for no effect and ±100 for the full control effect; nearly all actives have a fitted effect of over 55% in size
#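 qHTS in 1536-well format: reporter HEK293 cells expressing constitutive GLP-1R activity in DMEM + 10% Nu serum, 24 hr with compounds at 37 deg C, luminescence read after 12 min with detection reagent.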
# DRD3 antagonist – D3 dopamine receptor (human) antagonism | D3R cells, DiscoveRx beta-arrestin luminescence, antagonist mode; hits give low values | max response, negative = inhibition, % | AID 652054 | P35462 | hit rate 2.5% among 360,000; in the data active = max response below about -50%; inconclusive = no clear call, values can overlap the other calls; also: % is scaled to controls: 0 for no effect and ±100 for the full control effect; mostly tested at two doses, the higher about 12 µM
# Target sequence (P35462 whole entry, looked up): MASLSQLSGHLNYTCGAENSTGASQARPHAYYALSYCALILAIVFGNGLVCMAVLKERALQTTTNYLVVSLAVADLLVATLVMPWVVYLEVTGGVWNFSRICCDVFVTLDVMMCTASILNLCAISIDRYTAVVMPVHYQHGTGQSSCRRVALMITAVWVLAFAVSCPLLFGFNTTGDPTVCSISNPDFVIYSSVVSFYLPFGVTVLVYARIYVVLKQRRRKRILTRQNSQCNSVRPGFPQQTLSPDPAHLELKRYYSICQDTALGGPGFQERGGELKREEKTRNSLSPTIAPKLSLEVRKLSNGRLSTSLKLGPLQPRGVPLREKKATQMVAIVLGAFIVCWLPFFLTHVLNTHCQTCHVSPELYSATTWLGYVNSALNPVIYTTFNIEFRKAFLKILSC
#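 Cells expressing the human receptor were seeded at 1500 cells/well, incubated overnight at 37 degrees C in 5% CO2, then exposed to library compounds with dopamine controls for 90 minutes at 37 degrees C before luminescent detection.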
# Abeta yeast res – compounds reversing amyloid beta toxicity in yeast; AID 1347071; hit rate 0.063% among 410,000; Potency, µM (top dose mostly 46.1 µM), inactives show at the top dose growth rescue, most hits filed as activators; yeast expressing A-beta42, growth rescue, OD600, 48 h; response scale: 0% DMSO, 100% iron-clioquinol control; also: potency is read from the fitted curve at half-maximal effect; nearly all actives have a fitted effect of over 55% in size
#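 Growth rescue measured by 600 nm absorbance after 48 h yeast culture at 30 C with compound. Values normalized between DMSO and an equimolar ferric chloride plus clioquinol control.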
# TDP43 rescue – inhibitors of TDP-43 toxicity in yeast; TDP-43 expressing yeast growth rescue, BacTiter-Glo, 24 h; Potency, µM (series often up to 46.1 µM), inactives show at the top dose growth rescue (activation), most hits filed as activators; hit rate 1.8% among 410,000; AID 652104; also: potency is read from the fitted curve at half-maximal effect; % of control where 0% means no effect; nearly all actives have a fitted effect of over 50% in size
#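 Cell-based yeast growth screen: TDP-43 expression induced in galactose, inoculum OD600=0.02 after raffinose pregrowth to mid-log. Read-out BacTiter-Glo luminescence at 24 hr, 30 deg C; inhibition of toxicity seen as signal increase.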
# Akt phos inh – blocks phosphorylation of Akt; Neuro2A IGF-stimulated pAkt S473 HTRF, 20 min; hits give low values; activity change, % for hits at 50 µM; hit rate 0.32% among 360,000; AID 651550; in the data active = activity change below about -80%; inconclusive = mostly about -51% to -80%; also: % is scaled to controls: 0 for no effect and ±100 for the full control effect
#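 Neuro2A cells (4,500/well, DMEM with 0.5% FBS) were treated with compound at a single 50 µM final concentration, stimulated with 6 nM IGF for 20 min at 37 °C, and lysed. Phospho-Akt Ser473 was read by HTRF as 665/615 ratio ×10^4.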
# aSyn yeast inh – inhibitors of alpha-synuclein toxicity in yeast | Potency, µM (top dose mostly 46.1 µM), without a hit: at the top dose growth rescue (activation), usual class: activators | AID 652106 | Yeast expressing alpha-synuclein, growth rescue, BacTiter-Glo, 24 h | hit rate 0.14% among 370,000; also: potency is read from the fitted curve at half-maximal effect; % of control where 0% means no effect; nearly all actives have a fitted effect of over 65% in size
#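 Screening used galactose-induced yeast with toxic alpha-synuclein levels, exposed to compound for 24 hr at 30 deg C. Cell growth, read with BacTiter-Glo luminescence, gave the measured signal.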
# PTHR1 agonist – activates the human parathyroid hormone receptor PTHR1; HEK293 GP2 PTHR1 cells, GloSensor cAMP luminescence, 1 h; Potency, µM (titrated, usually from 115 µM), for inactives: at the highest dose activation, hits mostly activators; AID 743266; Q03431; hit rate 0.075% among 410,000; also: potency is read from the fitted curve at half-maximal effect; nearly all actives have a fitted effect of over 55% in size; some results filed as inactive show a strong effect at the top dose; inactives centre near -15; many of its hits are not listed in these tables
#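 HEK-293-derived GP2 cells expressing PTHR1 and a GloSensor cAMP reporter, 3,000/well, plated overnight, given luciferin plus IBMX (each 0.5 mM as added) for 1 h at 37 °C, then compound for 1 h at 37 °C. Luminescence was read after 15 min at room temperature.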
# Numbers without * were called inactive; i = inactive; ? = inconclusive; · = not tested or not shown; & = joins results of further samples; [ ] = another dose, or the depositor's remark. Unless noted, calls follow the shape of the dose curve; as a rule, active = well fitted curve in the direction sought with a large enough effect; inconclusive = small, poorly fitted or top-dose-only effect, or another doubt; inactive = no such curve, though single readings can be large; an effect the other way counts as inactive or inconclusive. An excerpt (hit frequency here may not be typical).
# Every second line gives: FUS suppressor, GLP-1R agonist, GLP-1R inv ag, DRD3 antagonist, Abeta yeast res, TDP43 rescue, Akt phos inh, aSyn yeast inh, PTHR1 agonist
CC(=O)N1CCc2nc3sc(C(=O)c4ccc(F)cc4)c(N)c3c(C(F)(F)F)c2C1
 : 39%, ·, -10%, ·, -19%, 28µM*, ·, ·, -39%[inhibitor]
COC(=O)C=C1CCC2C3CCC4=CC(=O)CCC4(C)C3C(=O)CC12C (stereo not given)
 : 4%, 23%, 67%[activator], 5, -32%[inhibitor], -4%, i, -12%, i
COc1ccc(NC(=O)CCc2nc(-c3ccccc3F)no2)cc1
 : -35%, 5%, -26%, 21, -3%[9.22 µM], 16%, i, 2%, -17%
Cc1ccccc1-c1cc2nc(Oc3cccc(F)c3)n(C)c(=O)c2s1
 : -2%, -7%, 1%, 22, -12%, 3%, i, 0%, i
CC(=O)Nc1cccc(/C(C)=N/NC(=O)c2cccc(S(=O)(=O)N3CCOCC3)c2)c1
 : 21%, -2%, -11%[7.66 µM], -22, -1%, -5%, i, -4%, i
COc1ccccc1CCNC(=O)C1(c2cccs2)CCOCC1
 : 2%, ·, 2%, ·, -3%, 10%, ·, ·, i
O=C(c1ccc(F)cc1)N1CCN(CCc2ccncc2)CC1
 : -19%, ·, -3%, ·, -25%, -5%, ·, ·, 3%
O=C(Nc1ccccc1)C1=C(c2ccccc2)S(=O)(=O)CCS1(=O)=O
 : 9%, -8%, -72%, -105*, -10%, -12%[9.22 µM], i, 5%, -32%[inhibitor]
Clc1ccccc1CSc1nnc(-c2cccnc2)n1Cc1ccco1
 : 15%, 23%, -23%, 13, 15%, ?, i, 15%, -36%[inhibitor][57.5 µM]
CCCCSc1nc2ccccc2n1CC(=O)O
 : ·, 3%, -8%, 9, -14%, -24%, i, -1%, i
CCOC(=O)C1CCN(C(=S)Nc2ccccc2)CC1
 : -14%, -3%, 17%, -18, -2%, -11%, i, -2%, ?
O=C(c1ccc([N+](=O)[O-])cc1)N1CCSC1c1ccccc1Cl (stereo not given)
 : -4%, 3%, ?, -7, 8%, ?, i, 10%, i
COc1ccc(Nc2nc(C)nc3c2nnn3Cc2ccccc2Cl)c(OC)c1
 : -16%, -2%, 16%, -21, 6%, -8%, i, -5%, -94%[inhibitor]
CC1CCCCN1c1csc2ccc(F)cc2c1=O (stereo not given)
 : -3%, ·, 16%, ·, -7%, -17%, ·, ·, i
COc1cccc(NC(=O)COC(=O)CCC2CCCC2)c1
 : ·, -15%, -2%, 4, 29%, 30%, i, 6%, i

# Two entries from above, with each value named.
O=C(Nc1ccccc1)C1=C(c2ccccc2)S(=O)(=O)CCS1(=O)=O
  FUS suppressor: 9% | GLP-1R agonist: -8% | GLP-1R inv ag: -72% | DRD3 antagonist: -105* | Abeta yeast res: -10% | TDP43 rescue: -12%[9.22 µM] | Akt phos inh: i | aSyn yeast inh: 5% | PTHR1 agonist: -32%[inhibitor]
Clc1ccccc1CSc1nnc(-c2cccnc2)n1Cc1ccco1
  FUS suppressor: 15% | GLP-1R agonist: 23% | GLP-1R inv ag: -23% | DRD3 antagonist: 13 | Abeta yeast res: 15% | TDP43 rescue: ? | Akt phos inh: i | aSyn yeast inh: 15% | PTHR1 agonist: -36%[inhibitor][57.5 µM]

# Back to the main list, starting 2 compounds before the break.
# Every second line gives: FUS suppressor, GLP-1R agonist, GLP-1R inv ag, DRD3 antagonist, Abeta yeast res, TDP43 rescue, Akt phos inh, aSyn yeast inh, PTHR1 agonist
CC1CCCCN1c1csc2ccc(F)cc2c1=O (stereo not given)
 : -3%, ·, 16%, ·, -7%, -17%, ·, ·, i
COc1cccc(NC(=O)COC(=O)CCC2CCCC2)c1
 : ·, -15%, -2%, 4, 29%, 30%, i, 6%, i
CCOC(=O)c1cc2cc(OCc3ccccc3)ccc2nc1C
 : -6%, 22%, ?, 28, 9%, ?, i, 6%, -1%
Cc1cc(OCCCn2ccnc2)ccc1[N+](=O)[O-]
 : -6%, -3%, ?, 14, -12%, -14%, i, 0%, -12%
O=C(CCc1nnc(CCc2c[nH]c3ccccc23)o1)NC1CCC1
 : 3%, 9%, -16%, -11, -10%, 17%, i, 2%, -13%
CCOc1ccc(NC(=O)c2cnc(N3CCCC3)nc2C)cc1
 : -14%, ·, 9%, ·, -2%, 13%, ·, ·, i
CC(C)CC1Nc2ncnc(N3CCOCC3)c2N(Cc2ccc(Cl)cc2)C1=O (stereo not given)
 : 21%&11%, 8%&0%, -17%&28%, -24&-13, 1%&16%, -34%&-8%[inhibitor], i, -8%&3%, -1%&-49%
O=C(NCc1ccco1)C(c1ccc(F)cc1)N(Cc1cccnc1)C(=O)Cn1nnc2ccccc21 (stereo not given)
 : -3%, 5%, -25%, 11, 5%, 9%, i, 1%, i
Cc1ccsc1C1C(C#N)=C(N)OC2=C1C(=O)CCC2 (stereo not given)
 : 0%, 0%, -4%, 6, 15%, -15%, i, 9%, -3%
Cc1ccc(S(=O)(=O)N2CCN(C(=O)COC(=O)CCc3ccccc3)CC2)c(C)c1
 : 28%, 0%, 5%, -10, -15%, 14%, i, 14%, -4%
CCc1cc(=O)oc2cc(OCc3nn[nH]n3)ccc12
 : -14%, -22%, 11%, 1, 6%, 21%, i, 2%, i
CCn1c(SCC(=O)N2CCN(c3cccc(Cl)c3)CC2)nc2ccccc2c1=O
 : ·, -2%, ?, 38, -22%, 0%, i, 14%, -4%
Cc1ccc(CSCC(=O)N(C)CC(=O)Nc2ccccc2C(F)(F)F)cc1
 : 23%, -2%, -20%, 13, 16%, 30%, i, 8%, i
COc1cccc(Cn2nnc(C(=O)NCc3ccc(F)cc3)c2N)c1
 : -19%, 12%, 4%, -4, -2%, 4%, i, 0%, i
O=C(O)COCC(=O)N1CCc2c([nH]c3ccccc23)C1C(F)(F)F (stereo not given)
 : -1%, -2%, 26%, 0, 0%, 3%, i, 1%, -20%
O=C(NNC(=S)NC1CCCCC1)c1ccc2c(c1)OCO2
 : 17%, 1%, -6%, 0, 1%, -5%, i, -3%, i
C[C@@H]1O[C@@H](O[C@H]2[C@H](Oc3cc(O)c4c(c3)O[C@H](c3ccc(O)cc3)CC4=O)O[C@H](CO)[C@@H](O)[C@@H]2O)[C@H](O)[C@H](O)[C@H]1O
 : -13%, 1%, 1%, 30, -8%, ?, i, -2%, i

# Next records:
Structure	FUS suppressor	GLP-1R agonist	GLP-1R inv ag	DRD3 antagonist	Abeta yeast res	TDP43 rescue	Akt phos inh	aSyn yeast inh	PTHR1 agonist
CN(CCOC(=O)/C=C/c1ccccc1)C(C)(C)C	·	6%	6%	9	5%	21%	i	4%	i
COc1ccc(-n2ncc3c2CC(C)(C)CC3NC(=O)Cc2nonc2C)cc1 (stereo not given)	-18%	-7%	?	-4	8%	20%	i	-6%	i
O=C(NNC1=NS(=O)(=O)c2ccccc21)C1CC(=O)N(c2ccccc2)C1 (stereo not given)	·	0%	-1%	78	-14%	-2%	i	-6%	i
O=C1CCC/C1=C/Nc1cccc(F)c1	-5%	0%	17%	-4	12%	?	i	20%	-10%
CC(=O)Nc1ccc(S(=O)(=O)N2CCSC2c2ccccc2)cc1 (stereo not given)	-6%	-4%	?	?	17%	-1%	i	-1%	i
CC(=O)c1cccc(NC(=O)CCS(=O)(=O)c2cc(Br)cc3c2N(C(=O)C2CC2)CC3)c1	3%	·	1%	·	-12%	-8%	·	·	i
CCOc1ccc(N2CC(C(=O)Nc3cccc(S(=O)(=O)N4CCCC4)c3)CC2=O)cc1 (stereo not given)	31%	14%	?	-9	8%	0%	i	-6%	i
Cc1cc(C)nc(N/N=C/c2ccc([N+](=O)[O-])o2)n1	-27%	-4%	4%	-14	-7%	28%	i	12%	i
Cc1ccc(C)c(C(=O)CSc2n[nH]c(C(C)C)n2)c1	18%	0%	-9%	0	-1%	-7%	i	4%	-42%[inhibitor][57.5 µM]
C/C(=N\S(=O)(=O)c1ccc(C)cc1)NC(=S)Nc1ccccc1	-19%	-6%	17%	0	18%	27%	i	2%	-43%[inhibitor]
CC1(Oc2ccccc2-c2ccn[nH]2)CCN(Cc2ccc(OC(F)(F)F)cc2)C1 (stereo not given)	7%	21%	?	-17	15%	0%	i	1%	i
CCc1ccc(OCC(=O)NC(NC(=S)Nc2ccccc2OC)C(Cl)(Cl)Cl)cc1 (stereo not given)	·	0%	?	-7	-10%	-21%	i	-1%	-30%
Cc1cccc(-n2c3nc(=O)[nH]c(=O)c-3cc3cc([N+](=O)[O-])ccc32)c1	·	1%	0%	24	1%	7%	i	2%	-92%[inhibitor]
Cc1ccc2nc(SCC(=O)c3ccc4c(c3)NC(=O)CO4)[nH]c2c1	17%	1%	10%[7.66 µM]	-2	5%	-25%	i	7%	-40%[inhibitor]
Cc1ccccc1N(C(=O)CCC(=O)Nc1ccccn1)C(C(=O)NC(C)C)c1ccc(F)cc1 (stereo not given)	-19%	3%	4%	9	-1%	9%	i	6%	-2%
CCC(CC)C(=O)N1c2ccccc2C(C)(c2ccccc2)CC1(C)C (stereo not given)	6%	·	?	·	4%	?	·	·	-31%[inhibitor]
O=C(COc1ncnc2sccc12)Nc1cccc(S(=O)(=O)N2CCCC2)c1	26%	-1%	6%	-2	8%	-20%	i	-2%	i
COc1ccc(N2C(=O)C(Cc3ccccc3)NC2=S)cc1 (stereo not given)	-12%	0%	22%	7	6%	0%	i	0%	i

# Bioassay records (PubChem)
